Source: PubChem
FID counter: counter-screen for HCV NS3 helicase inhibitors: DNA intercalator displacement. 290,000 compounds, 0.17% hits. inhibition, % at 7.9 µM. DNA fluorescent intercalator displacement, fluorescence; in the data active = inhibition above about 37%;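 note: 0% = vehicle and 100% = reference compound; higher means more ethidium bromide displaced from hairpin DNA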
PfM18AAP inh: PfM18AAP enzyme inhibition; recombinant PfM18AAP, H-Glu-NHMec fluorogenic cleavage; inhibition, % at 7.35 µM; 290,000 compounds, 1.2% hits;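 active = inhibition above the campaign mean inhibition over all tested compounds plus 3 SD, cut at about 28% in these data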;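 note: 0% = plate median of test compound wells and 100% = 2 mM ZnCl2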
IDE cell activ: boosts human insulin-degrading enzyme activity in HEK cells | 340,000 compounds, 0.073% hits | FAbeta-B cleavage, fluorescence polarization; 0% vehicle, 100% cell-free pure enzyme wells | AID 493087 | P14735 | activation, % at 5.96 µM;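 active = activation above the mean of all tested compounds plus 3 SD, set per screening campaign, cut at about 17% in these data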
VIM-2 inhibitor: inhibitors of Pseudomonas aeruginosa VIM-2 metallo-beta-lactamase; AID 1527; purified VIM-2, nitrocefin hydrolysis, epi-absorbance fluorescence; inhibition, % at 5.6 µM; 290,000 compounds, 0.89% hits;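 active = inhibition above the mean of all tested compounds plus 3 SD, cutoff set per screening run, cut at about 7.5% in these data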;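 note: red hydrolysis product quenches plate fluorescence so inhibitors raise well fluorescence; 0% = enzyme with DMSO and 100% = DMSO without enzyme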
UBC9 SUMO inh: inhibitors of human SUMOylation (UBC9) | 290,000 compounds, 0.36% hits | HTRF SUMOylation assay, SAE1/SAE2 + UBC9, in vitro | inhibition, % at 35 µM | P63279; in the data active = inhibition above about 50%, passing the limit was not always enough; note: strong numbers were not always called active
Target sequence (P63279 whole entry, looked up): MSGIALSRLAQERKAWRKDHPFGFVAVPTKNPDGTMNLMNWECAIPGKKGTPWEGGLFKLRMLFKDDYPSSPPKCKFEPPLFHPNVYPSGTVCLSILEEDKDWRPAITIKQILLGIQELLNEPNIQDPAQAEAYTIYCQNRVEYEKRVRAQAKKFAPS
HCV NS3 hel inh: blocks Hepatitis C virus NS3 helicase unwinding; inhibition, % at 10.9 µM; NS3 helicase DNA unwinding, Cy5 molecular beacon fluorescence; AID 1800; 290,000 compounds, 0.56% hits;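 active = inhibition above the mean of all tested compounds plus 3 SD, set per campaign, cut at about 35% in these data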;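 note: 0% = DMSO wells and 100% = thioflavine S control wells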
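assay system = NS3 helicase fragment of HCV | buffer or medium = MOPS pH 6.5, MgCl2, DTT, Tween20, BSA | timing = 60 min unwinding reaction at 25 °C after ATP addition | signal = Cy5 beacon fluorescence read at start and 1 h | read-out basis = % inhibition of unwinding | control set = low DMSO, high thioflavine S at 110 µM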
IDE inh: inhibits human insulin-degrading enzyme in HEK cells | 320,000 compounds, 0.41% hits | FAbetaB cleavage, fluorescence polarization | P14735 | inhibition, % at 5.59 µM;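 active = percent inhibition above the average of all tested compounds plus 3 SD, set per screening campaign, cut at about 16% in these data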;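 note: IDE supplied by intact live HEK cells; FP after avidin binding of uncleaved biotin substrate so inhibition keeps polarization high; 0% = DMSO wells and 100% = 60 µM reference IDE inhibitor Ii1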
pCIP destab: p/CIP protein destabilization. 290,000 compounds, 0.01% hits. Q05BA5. F442A p/CIP-EGFP cells, EGFP fluorescence, 16 h. decrease of EGFP signal, % at 10 µM;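 active = EGFP signal decrease of at least 30% at 10 µM or well 3 SD below plate mean, unless failing retest; inactive = the rest, including hits failing retest or dose response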; note: some compounds called inactive have numbers as strong as hits; many of its hits are not listed in these tables
IMP-1 inh: inhibitors of Pseudomonas aeruginosa IMP-1 metallo-beta-lactamase; purified IMP-1, nitrocefin hydrolysis, epi-absorbance fluorescence; 290,000 compounds, 0.45% hits; inhibition, % at 5.6 µM;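 active = inhibition above the mean plus 3 SD of all compounds in the same screening run, cut at about 4.5% in these data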;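 note: 0% = IMP-1 with DMSO and 100% = DMSO wells lacking enzyme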
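system = purified recombinant IMP-1 beta-lactamase | amount = 0.2 nM IMP-1, as dispensed | medium = HEPES buffer pH 7.1 with ZnSO4 and Brij 35 | times = 25 °C, 15 min preincubation, 25 min reaction | detection = plate fluorescence quenching by hydrolysis product, ex 480/em 530 nm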
* hit, by the source's call; · = no result given.

Compound	FID counter	PfM18AAP inh	IDE cell activ	VIM-2 inhibitor	UBC9 SUMO inh	HCV NS3 hel inh	IDE inh	pCIP destab	IMP-1 inh
Cn1c2ccccc2c2nnc(SCCN3CCOCC3)nc21	-10	-1	-4	17*	3	0	·	6	-2.1
CCCn1cc(CN2CCN(Cc3ccc(C)o3)C(CCO)C2)c(C)n1 (stereo unspecified)	0	1	5	-2.2	7	-5	0	0	-2.7
CCOC(=O)/C(=C\c1ccc(C)cc1)NC(=O)c1ccccc1	-4	-6	0	-0.9	3	-5	1	-2	-2.6
CN(CC1CCCO1)S(=O)(=O)c1ccc(C(=O)Nc2ccc3c(c2)OCO3)cc1 (stereo unspecified)	-16	-2	-3	-1.5	8	11	2	-11	-3.4
CCn1c(=S)[nH]c2cc(S(=O)(=O)N3CCCCC3)ccc21	-11	14	-1	-4.9	8	-1	1	2	-3.6
CCOC(=O)c1cnc2c(C(=O)OC)cccc2c1NCCN1CCOCC1	-11	7	4	0.2	16	3	4	0	-3.0
COC(=O)c1ccc(Oc2nc(C)cc(Oc3ccccc3)n2)cc1	-22	1	7	-0.5	-38	-8	1	6	-1.6
O=C(NCCCn1ccnc1)c1cc(-c2ccccc2)on1	6	-9	6	-1.5	-3	-3	-3	-4	-3.9
C/C(=N\NC(=O)CNC(=O)c1ccc2c(c1)OCO2)c1ccco1	-2	2	0	-0.2	-1	8	3	-9	-2.5
COC(=O)c1ccc(NS(=O)(=O)c2ccccc2)o1	-14	2	7	-1.9	16	5	4	2	4.9*
CCc1ccc(NC(=O)c2cc(-c3ccc(F)cc3)on2)cc1	-4	0	4	-1.4	21	-1	2	3	-2.3
Cc1nnc(SCC(=O)c2ccc(C(C)C)cc2)s1	-20	-4	4	-0.6	13	6	-1	-2	-1.2
CCC(C)N(CCNC(=O)CC1Oc2ccc(C)cc2NC1=O)C1CCCCC1 (stereo unspecified)	10	0	2	2.3	18	-1	2	0	-2.7
CCOC(=O)c1[nH]c2ccccc2c1NC(=S)Nc1cccc(C)c1	-1	0	3	-0.3	19	-5	5	3	-1.7
Fc1cccc(COc2ccccc2C(=S)N2CCCC2)c1	-11	-7	2	-0.6	10	3	0	-9	-2.0
CSCCn1c(C(C)(C)C)cc(C(=O)O)c1C	-5	-1	6	-0.2	2	2	-3	-9	-2.5
Cc1cc2ncc(-c3cccs3)nc2cc1C	-15	1	2	-2.9	-1	-4	·	-11	-3.3
CN(C(=O)CCN1CCCO1)C1CCCN(Cc2ccccc2F)C1 (stereo unspecified)	-3	-2	3	0.0	-4	-2	0	-4	2.4
CCCc1cc(=O)[nH]c(SCC(=O)Nc2ccc3c(c2)CCC3)n1	-2	9	5	-1.1	0	-6	-6	-12	-3.9
CC(=O)Nc1ccc(S(=O)(=O)NCC2CCC(C(=O)N3CCCCC3)CC2)cc1 (stereo unspecified)	-25	-6	3	-0.5	6	5	1	-5	-2.7
COc1ccccc1-n1c(O)c(C=NCc2ccccn2)c2ccccc2c1=O	-26	3	3	-0.3	3	3	5	0	-1.3
Cc1cc(C)cc(N2C(N)=NC(N)=NC2c2ccccc2F)c1 (stereo unspecified)	3	-2	-2	-5.1	3	-32	6	-1	-3.8
CC(C)Sc1nc2ccc(Br)cc2[nH]1	-4	4	0	-1.8	4	-6	0	-1	-2.2
CCN1CCN(Cc2cccc(Oc3ccc(Cl)cc3)c2)CC1	16	-8	0	-2.3	3	-15	1	9	-2.3
Cc1nccn1CCCNC(=O)c1nc(Cn2cc([N+](=O)[O-])cn2)no1	0	2	6	-2.8	-6	-2	1	-1	-1.9

In a second layout: results already given.
Below each SMILES: FID counter | PfM18AAP inh | IDE cell activ | VIM-2 inhibitor | UBC9 SUMO inh | HCV NS3 hel inh | IDE inh | pCIP destab | IMP-1 inh
CC(=O)Nc1ccc(S(=O)(=O)NCC2CCC(C(=O)N3CCCCC3)CC2)cc1 (stereo unspecified)
→ -25 | -6 | 3 | -0.5 | 6 | 5 | 1 | -5 | -2.7
COc1ccccc1-n1c(O)c(C=NCc2ccccn2)c2ccccc2c1=O
→ -26 | 3 | 3 | -0.3 | 3 | 3 | 5 | 0 | -1.3
Cc1cc(C)cc(N2C(N)=NC(N)=NC2c2ccccc2F)c1 (stereo unspecified)
→ 3 | -2 | -2 | -5.1 | 3 | -32 | 6 | -1 | -3.8

Carrying on.
Compound	FID counter	PfM18AAP inh	IDE cell activ	VIM-2 inhibitor	UBC9 SUMO inh	HCV NS3 hel inh	IDE inh	pCIP destab	IMP-1 inh
O=C1Cc2ccccc2C(=O)N1Cc1cccc(Cl)c1	-1	8	1	-5.4	21	4	·	-2	-1.2
COc1ccc(C(=O)CSc2nnc(-c3ccco3)n2C)cc1	-8	-11	-4	0.7	5	6	5	-10	-1.0
CCCc1cc2c(OC(=O)CC)c(-c3ccc(C(=O)OCC)o3)c(=O)oc2cc1OC	-30	-2	0	-4.1	31	26	-1	-7	-2.5
N#CC12CCCCC1CC1CCCCC1(C#N)N2N (stereo unspecified)	2	-5	7	-2.9	8	-9	5	10	-3.6
O=C(c1ccc(CNc2c(N3CCOCC3)c(=O)c2=O)cc1)N1CC=C(c2ccccc2)CC1	-17	-7	-5	-0.8	-3	12	3	11	-3.1
COc1ccc(CCN(C)CCCN2CC(c3ccccc3)CC2=O)cc1OC (stereo unspecified)	8	1	3	-4.3	19	-3	0	9	-0.7
CCCCOCC(O)CN1CCN(C(C)=O)CC1 (stereo unspecified)	5	13	-2	-3.5	6	-1	1	-8	-4.1
COC(=O)CSc1nc(N)nc(C)c1Cl	0	-16	5	-0.1	-3	6	5	1	-3.5
Cc1ccc(NC(=O)CCOc2ccccc2)cc1S(=O)(=O)Nc1ccccc1Cl	-4	-4	-1	-2.8	4	7	1	-7	-1.7
COc1ccc(/C=C/c2noc(-c3ccccc3O)n2)cc1	1	-4	7	-2.5	13	6	0	0	-2.8
COc1ccc(C2C(C#N)=C(N)N(c3cccnc3)C3=C2C(=O)CCC3)cc1Cn1cc([N+](=O)[O-])cn1 (stereo unspecified)	-6	-2	-4	1.7	38	4	3	0	-0.6
O=C(CCc1nc2ccccc2c(=O)[nH]1)Nc1ccc(N2CCCCC2)cc1	-12	1	-7	-2.0	13	-6	17*	-1	-3.2
COC(=O)c1cc(NC(=O)c2c(Cl)cnn2C)cc(C(=O)OC)c1	-2	-5	5	-1.9	2	-5	-1	3	-3.7
Cc1ccc(-c2nnc(-n3nnc4ccccc43)c3ccccc23)cc1	-3	-8	1	-2.9	12	-1	1	1	-2.8
COc1cccc(NC(=S)NC2CC(C)(C)NC(C)(C)C2)c1	3	0	6	-1.3	5	-3	2	-9	-1.7
COc1cccc(CNC(=O)C2CCN(S(=O)(=O)c3ccc4c(c3)OCCO4)CC2)c1	-30	-7	5	0.1	17	-1	-4	-11	-2.2
COc1ccc(CCNC(=O)C2CCCN(Cc3nc(-c4cccc(Cl)c4)oc3C)C2)cc1OC (stereo unspecified)	-5	3	-2	-2.4	27	-9	-4	-11	-4.1
Cc1cccc(CNS(=O)(=O)c2csc(C(N)=O)c2)c1	-5	-16	2	-1.1	15	0	5	-3	-2.4
CCC(C)(C)C1CCC2(CC1)NC(=O)N(CC(=O)N(C)CC(=O)Nc1ccccc1C(F)(F)F)C2=O (stereo unspecified)	-32	7	2	1.8	18	-3	0	-19	-0.3
Cc1ccccc1CN1C[C@@H]2C[C@@H](c3ccc4nsnc4c3)N3CCC[C@@]23C1=O	-25	4	-2	-2.0	4	15	-6	-10	-2.7
NC(=O)c1cc(N)ccc1N1CCCC1	-2	9	-1	-1.1	19	-1	7	1	-4.3
CC(=O)n1c(C=Nc2ccc(Cl)cc2)c(O)c2ccccc21	1	20	-3	1.2	11	11	4	3	-0.7
Cc1cc(NC2C3CC4CC(C3)CC2C4)n2ncnc2n1 (stereo unspecified)	-19	1	-3	3.5	-2	-2	2	8	-0.9
CCS(=O)(=O)c1ccc2oc(Nc3ccc(C(C)(C)C)cc3)nc2c1	-5	1	9	-1.8	1	-15	4	-4	-3.1
COCCCNCCCOc1ccc(C(C)(C)c2ccccc2)cc1	7	6	0	-4.1	8	-47	2	-14	-2.1

More results follow.
Compound	FID counter	PfM18AAP inh	IDE cell activ	VIM-2 inhibitor	UBC9 SUMO inh	HCV NS3 hel inh	IDE inh	pCIP destab	IMP-1 inh
CCOC(=O)COn1c(=O)c(-c2ccc(OC)c(OC)c2)[n+]([O-])c2ccccc21	3	3	·	0.9	-5	4	-4	10	2.5
O=C1Nc2ccc(Br)cc2C1(O)c1ccccc1 (stereo unspecified)	-9	12	-1	-1.6	9	0	7	-17	-1.5
COc1ccc(SCCN2CCN(CC(C)C)CCC2=O)cc1	·	·	2	·	-3	·	0	-12	·
CCN1C(=O)c2cccc3c(S(=O)(=O)NC(Cc4c[nH]c5ccccc45)C(=O)O)ccc1c23 (stereo unspecified)	-8	16	1	1.0	13	1	1	-1	-5.3
O=C1CN(C(=O)COC(=O)CCNS(=O)(=O)c2ccc(Cl)cc2)c2ccccc2N1	-24	2	3	-0.3	-3	-5	-2	-8	-2.5
COc1cccc(/C=C2\SC(=O)NC2=O)c1OCc1ccc(C(=O)O)cc1	-21	6	8	-0.3	31	4	-1	-5	-1.1
Cn1c(=O)[nH]c(=O)c2c1nc(SCCO)n2Cc1ccccc1Cl	-7	1	0	0.3	-4	-4	-2	2	-1.7
COc1cccc(C(C)NC(=S)NCc2ccc(F)cc2)c1 (stereo unspecified)	-11	-6	2	-0.4	3	1	-1	7	-0.8
